# Assay outcomes as filed in PubChem BioAssay.
# EBI2 antag: antagonists of human EBI2 receptor | P32249 | EBI2 beta-arrestin recruitment, luminescence, 7a,25-OHC stimulated | inhibition, % at 5 µM | 360,000 tested, 0.81% active | AID 651636; in the data active means inhibition above about 38%;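 further: enzyme fragment complementation signal reports receptor beta-arrestin coupling in cells; 0% = agonist plus DMSO wells and 100% = wells without agonist; some results beyond the cut were filed as inactive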
# Target sequence (P32249 whole entry, looked up, the tested form may be a part): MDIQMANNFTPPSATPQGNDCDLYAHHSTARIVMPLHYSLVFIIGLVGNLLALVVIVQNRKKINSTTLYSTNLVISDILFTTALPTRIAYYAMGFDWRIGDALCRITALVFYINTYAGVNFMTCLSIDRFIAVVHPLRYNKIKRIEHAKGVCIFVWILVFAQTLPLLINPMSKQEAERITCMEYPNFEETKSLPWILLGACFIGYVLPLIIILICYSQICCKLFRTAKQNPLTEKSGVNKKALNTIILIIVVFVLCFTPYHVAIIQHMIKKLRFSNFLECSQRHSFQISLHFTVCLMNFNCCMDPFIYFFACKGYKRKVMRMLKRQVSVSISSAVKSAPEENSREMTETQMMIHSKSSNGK
# Gli-Sufu block: Gli-Sufu pathway antagonism; Sufu-KO-LIGHT fibroblasts, Gli luciferase reporter luminescence; inhibition, % at 5 µM; 340,000 tested, 0.74% active;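 active means inhibition above about 55%, limit read from the data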;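 further: 0% = DMSO-treated cells and 100% = wells with medium but no cells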
# A3G deaminase: blocks human APOBEC3G single-stranded DNA deamination; Q9HC16; recombinant A3G, ssDNA deamination FAM/TAMRA fluorescence; inhibition, % at 20 µM; 330,000 tested, 0.28% active; AID 493012;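 active means inhibition of at least 40% at 20 µM, with no more than 30% in the related APOBEC3A deaminase screen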;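 further: plate controls were DMSO wells with A3G for no effect and wells lacking A3G enzyme for full effect; some compounds called inactive have numbers as strong as hits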
# CXCR6 inh: blocks human CXCR6 beta-arrestin recruitment. O00574. inhibition, % at 20 µM. CHO-K1 PathHunter CXCR6 beta-arrestin, luminescence. 360,000 tested, 0.36% active; in the data active means inhibition above about 34%, passing the limit was not always enough;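 further: antagonist mode with CXCL16 agonist at 10 nM final; 0% = 10 nM CXCL16 with DMSO and 100% = unstimulated wells without agonist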
# Target sequence (O00574 whole entry, looked up): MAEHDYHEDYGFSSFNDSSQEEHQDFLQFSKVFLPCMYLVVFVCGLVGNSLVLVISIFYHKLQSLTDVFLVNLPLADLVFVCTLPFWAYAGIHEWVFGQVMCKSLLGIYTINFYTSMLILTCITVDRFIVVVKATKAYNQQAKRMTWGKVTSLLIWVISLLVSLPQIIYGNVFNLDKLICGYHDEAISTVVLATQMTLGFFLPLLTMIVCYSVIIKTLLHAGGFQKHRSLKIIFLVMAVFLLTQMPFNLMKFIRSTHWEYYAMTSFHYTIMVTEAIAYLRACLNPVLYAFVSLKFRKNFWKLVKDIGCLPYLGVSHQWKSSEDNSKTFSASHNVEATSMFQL
# MPTP inh: permeability transition pore inhibition; isolated mouse mitochondria, Ca2+ swelling absorbance, 30 min; inhibition, % at 10 µM; 360,000 tested, 1.4% active;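 active means inhibition of 50% or more, scaled per plate between neutral and stimulator controls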;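 further: 0% = DMSO wells given calcium and 100% = 1 mM EGTA wells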
# CCR6 antagonist: blocks CCL20-driven beta-arrestin recruitment at human CCR6 | P51684 | CHO-K1 CCR6 PathHunter beta-arrestin, luminescence, CCL20-stimulated | inhibition, % at 20 µM | 340,000 tested, 0.49% active | AID 493098;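 active means compounds whose inhibition of the agonist-driven luminescence signal at 20 µM reaches about 50%, limit read from the data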;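 further: cells stimulated with CCL20 at 14 nM final; plate controls were DMSO with CCL20 for no effect and DMSO without agonist for full effect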
# Target sequence (P51684 whole entry, looked up): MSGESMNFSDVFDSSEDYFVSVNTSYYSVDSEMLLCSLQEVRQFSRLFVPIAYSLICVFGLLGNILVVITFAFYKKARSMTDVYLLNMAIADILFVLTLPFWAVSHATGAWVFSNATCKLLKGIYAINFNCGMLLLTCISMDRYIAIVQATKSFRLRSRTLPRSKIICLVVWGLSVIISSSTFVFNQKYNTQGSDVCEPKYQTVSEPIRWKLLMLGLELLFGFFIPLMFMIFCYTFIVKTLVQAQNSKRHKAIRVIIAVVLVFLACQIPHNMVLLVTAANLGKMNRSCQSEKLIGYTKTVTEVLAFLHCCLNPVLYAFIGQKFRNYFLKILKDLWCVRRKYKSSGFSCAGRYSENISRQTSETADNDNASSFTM
# NR3A LBD binder: modulates the human NR3A ligand-binding domain; NR3A LBD differential scanning fluorimetry, Tm shift; 0% = protein alone, 100% = glycine-bound protein; Tm shift relative to glycine control, % at 25 µM; 340,000 tested, 2.5% active;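 active means melting temperature shift of at least 10% of the positive control shift, at one fixed dose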
# APOBEC3A inh: human APOBEC3A DNA deaminase inhibition. P31941. recombinant A3A, FAM/TAMRA ssDNA deamination fluorescence. inhibition, % at 20 µM. 330,000 tested, 0.41% active. AID 493011;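 active means at least 40% inhibition at 20 µM here, with at most 30% in a related deaminase screen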;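 further: plate controls were A3A with DMSO for no effect and wells lacking A3A enzyme for full effect; some results filed as inactive read as strong as hits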
# An asterisk follows results filed as active; x = no result given.
SMILES,EBI2 antag,Gli-Sufu block,A3G deaminase,CXCR6 inh,MPTP inh,CCR6 antagonist,NR3A LBD binder,APOBEC3A inh
Nc1nc2ccc(Cl)cc2o1,-18.5,6.8,x,-7.4,2.5,13.6,0.5,x
CS(=O)(=O)N(CC(=O)N1CCc2ccccc2C1)c1cccc(Br)c1,11.5,-2.4,-13.1,3.6,0.5,4.1,0.3,-3.7
COc1cc(CN2CCNC(=O)C2CC(=O)N(Cc2nccn2C)C(C)C)cc(OC)c1 (centres undefined),7.6,-3.5,-4.8,4.2,0.5,1.6,0.8,-1.5
COc1ccc(Br)cc1/C=N/N1CCN(Cc2ccccc2)CC1,13.2,2.6,-9.3,8.0,1.3,9.8,2.9,-5.3
COc1ccc(C/C(N)=N/OC(=O)c2ccc(Cl)cc2)cc1,13.1,-4.3,-3.7,-27.0,-0.2,-4.2,2.5,-3.7
O=C(O)Cn1c(-c2ccccc2)cc2ccccc21,11.2,-3.6,-8.2,7.5,0.2,-7.7,-0.9,-5.2
CCOC(=O)C1CCN(C(=O)CSc2nc(N)cc(=O)[nH]2)CC1,-14.3,-1.8,-7.4,-4.5,-2.8,2.4,-0.4,-2.1
CC(Nc1nc(-c2ccccc2)nc2ccccc12)c1ccccc1 (centres undefined),-14.3,8.2,-0.4,-6.8,3.0,13.2,8.2,0.4
COCC(CN1CCN(C2=NS(=O)(=O)c3ccccc32)CC1)OC(=O)c1ccccc1 (centres undefined),-9.9,-9.7,-9.3,-4.9,-0.3,-0.6,0.8,-4.1
O=C(CCn1c(=S)[nH]c2ccccc2c1=O)NCCSCc1ccccc1,-11.6,5.1,0.1,1.9,-2.5,2.4,-0.8,0.6
Cc1ccc(CN(C(=O)c2ccco2)C(C(=O)NC2CCCC2)c2ccc(N3CCOCC3)cc2)cc1 (centres undefined),-3.9,-1.5,-1.2,7.6,-0.2,9.6,-7.2,-2.7
CC(C)c1ccccc1OCC(O)CN1CCN(S(=O)(=O)c2ccc([N+](=O)[O-])cc2)CC1 (centres undefined),19.3,16.8,-2.2,-33.5,1.6,15.5,-5.5,-0.9
Nc1c(C(=O)CSc2nnc(Nc3ccc(F)cc3)s2)c(=O)[nH]c(=O)n1C1CC1,1.3,-1.1,-7.6,5.0,-0.9,11.7,-0.3,11.7
CCCn1c(-c2ccccc2)cc(SC)c(C#N)c1=O,-2.3,4.8,-7.3,5.9,-2.9,-12.2,0.2,-1.2
COCCNC(=O)/C(C#N)=C/c1ccc(OCC(=O)NC2CCCCC2)cc1,1.9,3.5,4.8,-8.0,-0.8,2.0,2.2,-3.7
COCCNS(=O)(=O)c1ccc(C2CNC(=O)C2)cc1 (centres undefined),-8.0,-0.4,1.7,-3.8,-1.9,-5.1,1.6,1.2
COc1ccc(-n2nnnc2-c2ccc(S(C)(=O)=O)cc2Cl)cc1,3.8,40.2,-7.0,-2.3,-0.6,5.7,2.7,-1.9
CC(/C=C/C=C/c1ccccc1)=N/NC(=O)C(O)c1ccccc1 (centres undefined),12.2,-8.9,-2.3,-5.3,2.9,-2.6,-1.7,-1.1
Cc1oc2ccc(O)cc2c1C(=O)c1ccc(F)cc1,-3.3,-3.2,3.4,3.8,2.8,16.3,0.8,1.8
Cc1nnc(SCCn2c(N3CC(C)CC(C)C3)nc3c2c(=O)n(C)c(=O)n3C)s1 (centres undefined),-6.4,-20.3,x,-4.1,3.4,3.0,0.3,x
CCc1nc(N2CCN(C(=O)c3ccco3)CC2)c(C#N)c2c1COC(C)(C)C2,-14.0,36.6,-2.9,8.8,-1.0,10.7,-1.9,1.3
Cc1c(Cl)cccc1NC(=O)CNC(=O)c1cn(-c2ccccc2)nc1-c1cccnc1,19.0,4.2,-6.9,6.8,-1.7,18.4,-7.1,13.8
COC(=O)c1c(C)[nH]c(C(=O)OCC(=O)c2c(N)n(CC(C)C)c(=O)n(C)c2=O)c1C,-0.6,7.5,-6.9,-8.5,0.0,11.3,-2.5,-3.1
CCN(CC)C(=O)C(C)OC(=O)COc1ccc(Cl)cc1Cl (centres undefined),13.7,-1.4,-4.1,3.0,0.9,3.4,0.2,1.6
CC(C)Cc1ccc(C2=CSC3=NCCN23)cc1,-11.8,16.1,-4.7,-5.3,1.6,9.2,-0.2,-1.7

# Another view of part of the listing above.
# Values run as follows: EBI2 antag, Gli-Sufu block, A3G deaminase, CXCR6 inh, MPTP inh, CCR6 antagonist, NR3A LBD binder, APOBEC3A inh
CC(C)Cc1ccc(C2=CSC3=NCCN23)cc1
 : -11.8, 16.1, -4.7, -5.3, 1.6, 9.2, -0.2, -1.7
CC(Nc1nc(-c2ccccc2)nc2ccccc12)c1ccccc1 (centres undefined)
 : -14.3, 8.2, -0.4, -6.8, 3.0, 13.2, 8.2, 0.4

# Next section.
SMILES,EBI2 antag,Gli-Sufu block,A3G deaminase,CXCR6 inh,MPTP inh,CCR6 antagonist,NR3A LBD binder,APOBEC3A inh
COc1ccc(S(=O)(=O)Nc2cccc3c2O[C@H](CN(C)S(=O)(=O)c2cn(C)cn2)[C@@H](C)CN([C@H](C)CO)C3=O)cc1,-3.4,-11.7,-7.3,9.3,0.2,8.0,-2.1,-0.6
O=C1C(Cl)=C(NCCCN2CCOCC2)C(=O)N1CCc1ccccc1,9.5,-5.8,-7.1,10.1,-0.8,10.7,0.0,-1.4
Cc1ccc(-c2nnc(SCC(=O)N/N=C/c3ccc(C)s3)n2-c2ccc(C)cc2)cc1,28.5,5.1,-1.2,-12.3,1.8,-34.1,-2.8,0.7
Cc1nn(-c2cc(N3CCCCCC3)ccc2[N+](=O)[O-])c(=O)c2ccccc12,11.6,-0.9,-9.3,13.7,3.3,31.7,-1.2,-0.1
Cc1c(NC(=O)/C(C#N)=C/c2ccc(-c3ccc(Cl)cc3)o2)c(=O)n(-c2ccccc2)n1C,20.5,27.0,1.6,6.0,3.5,26.1,-8.7,-0.3
COc1cccc(OCc2cc(C(=O)N3CCN(c4ccccc4OC)CC3)no2)c1,1.7,7.8,-5.5,3.3,0.2,21.3,2.1,-3.5
O=[N+]([O-])c1cccc(Nc2nc(Cl)nc(Cl)n2)c1,-10.3,-4.7,-2.1,3.3,0.6,3.1,-5.8,0.7
COc1ccc(C(=O)NCCCNC(=O)c2ccccn2)cc1Br,6.0,-21.9,-5.1,-2.6,1.2,0.7,0.6,-0.2
CCCCNc1nc(N)ncc1[N+](=O)[O-],-3.3,-1.1,-1.6,-3.7,-0.2,-0.3,4.1,1.1
COc1ccc(COC(=O)c2cccc(S(=O)(=O)N3CCN(C(C)=O)CC3)c2)cc1F,-3.5,13.4,-7.3,-7.1,55.7*,9.1,0.3,0.5
O=C(c1ccc(S(=O)(=O)N2CCOCC2)cc1)N1CCN(S(=O)(=O)c2ccc(Cl)s2)CC1,6.4,-1.3,-1.4,1.4,1.3,7.5,0.3,10.4
Cc1ccc(O)c(NC(=O)c2cccc(NC(=O)c3ccco3)c2)c1,-4.8,-6.1,-7.0,1.0,1.3,-2.2,-5.1,-6.0
COc1ccc(NC(=O)n2nc(OC(=O)c3cccs3)cc2N)cc1,-19.0,-4.6,-9.7,1.1,-0.8,12.2,-12.4,-3.5
COc1ccc(C(=O)NNC2=NS(=O)(=O)c3ccccc32)cc1OC,-6.5,15.3,-8.8,5.6,-1.3,9.4,2.2,-1.8
COc1ccccc1N1CCN(S(=O)(=O)CCNC(=O)C2CC2)CC1,0.1,-1.1,20.5,-5.1,-0.3,3.9,6.1,8.8
CC(C)CN(C(=O)CSc1nncs1)c1c(N)n(CC(C)C)c(=O)[nH]c1=O,-3.8,0.8,-12.1,-6.9,-5.0,-3.9,-0.8,6.1
Brc1cc2ccccc2[n+](Cc2ccccc2)c1,1.6,9.3,-8.2,4.6,-0.6,-11.0,1.4,-5.2
COc1cccc(-c2noc(-c3ccc(Cl)nc3)n2)c1,7.6,-34.2,-7.0,3.8,0.2,-2.3,-0.4,-3.7
COc1ccc(N2CC(C(=O)Nc3ccc([N+](=O)[O-])cc3Br)CC2=O)cc1 (centres undefined),4.3,6.0,-4.3,-2.4,-1.2,-3.8,1.1,-2.2
Cc1cc2cc3c(C)cc(=O)oc3c(C)c2o1,6.3,-9.5,0.1,-7.3,0.3,-0.6,-0.2,1.3
O=C(CC12CC3CC(C1)CC(CC(=O)NC1=NCCS1)(C3)C2)NC1=NCCS1,-6.2,3.3,-2.8,-0.6,-0.1,-4.3,-2.8,-2.1
Fc1cccc(CN2CCN3CCCC3C2C2CCCCC2)c1 (centres undefined),10.0,32.1,-6.5,4.7,41.5,9.2,-3.8,-4.2
O=C(COc1ccc(Cl)cc1)Nc1nc(-c2ccncc2)cs1,12.2,1.0,42.2*,-10.9,-2.0,-2.7,-2.1,2.2
Cc1cc(C)n(-c2nc(SCC(=O)N3CCCC3)c3c4c(sc3n2)CCCC4)n1,16.3,5.7,-6.4,11.3,-2.4,32.4,-2.2,-3.0
O=C(c1ccc(-n2c(SCc3cccc(F)c3)nc3ccccc3c2=O)cc1)N1CCOCC1,14.3,12.0,3.1,10.5,-3.7,1.3,-5.3,6.5
# New compounds follow.
SMILES,EBI2 antag,Gli-Sufu block,A3G deaminase,CXCR6 inh,MPTP inh,CCR6 antagonist,NR3A LBD binder,APOBEC3A inh
N#CCCn1cc(/C=N/NC(=O)c2ccncc2)c(-c2ccccc2)n1,1.3,0.7,-6.7,-5.1,-1.4,11.2,0.1,-6.4
CCOc1ccc(S(=O)(=O)N2CCN(Cc3ccccc3)CC2)cc1,-2.5,-3.6,0.3,-0.4,1.0,22.8,-1.0,-3.5
O=C(NCCC1=CCCCC1)C1CCN(S(=O)(=O)c2cccs2)CC1,-8.4,-1.3,-9.1,1.7,-2.8,5.6,0.9,-8.6
Cc1ccc(N(CC(=O)NCc2ccco2)C(=O)CCC(=O)Nc2nccs2)c(C)c1,-6.9,23.1,-7.8,6.3,-0.5,12.5,2.2,-2.0
CCOC(=O)Cc1cc(=O)[nH]c(/N=C(\N)Nc2ccc(C)cc2C)n1,-3.5,2.8,-4.4,-1.7,7.0,-14.7,0.4,4.2
Cn1nnnc1SCc1nnc(-c2ccccc2Br)o1,0.1,-17.6,-6.4,-6.9,1.6,10.2,-0.4,-1.7
Cc1c(NC(=O)c2ccc(S(=O)(=O)N3CCOCC3)cc2)cccc1[N+](=O)[O-],5.6,4.1,-9.3,-1.7,-0.2,15.6,0.8,-2.4
NC(=O)c1nnn(-c2nonc2N)c1-c1ccc([N+](=O)[O-])cc1,-14.8,1.4,-6.2,-9.9,0.5,-1.6,0.2,-2.5
CCOC(=O)N1C(=O)c2cc(OC)ccc2S1(=O)=O,-1.6,-10.7,-2.6,1.1,-0.4,-37.2,0.7,30.5
Cc1ccc(-c2nc(C#N)c(NCc3cccc4c3OCO4)o2)cc1,-4.0,-16.0,-2.3,-8.5,5.2,9.4,-18.9,-1.8
O=C(Nc1cccc(Cl)c1)c1ccc(F)c(S(=O)(=O)NCc2cccs2)c1,-1.9,8.4,-2.8,-13.2,77.2*,4.1,13.4*,1.4
CCOc1ccc(C(C)=O)cc1CSc1nnc(N)s1,-8.6,-0.9,-4.1,0.2,-0.1,-1.1,-0.2,-1.8
COC(=O)c1nn(-c2cccc(Cl)c2)ccc1=O,-1.0,-2.0,0.0,5.4,-0.9,4.2,0.3,2.7
CCOC(=O)c1c(C)[nH]c(C(=O)OCC(=O)Nc2cc(C)ccc2OC)c1C,5.5,5.6,1.4,-5.0,0.4,6.9,2.6,4.1
COc1cc(C=O)ccc1OC(=O)c1ccncc1,-8.4,-18.7,-9.0,-5.9,-0.6,-4.2,-0.8,-5.4
Cc1nnc(SC(C)C(=O)Nc2ncc(Cl)cc2Cl)n1Cc1ccccc1 (centres undefined),-7.4,1.8,-4.6,5.7,-8.4,-11.9,-1.4,-3.1
Cc1ccc(Nc2nnc(SCC(=O)NC3CCCc4ccccc43)s2)cc1 (centres undefined),35.1,2.0,-5.4,3.3,-2.8,-7.5,-7.2,-3.3
COc1ccc(C(=O)NCC(=O)OCC(=O)NC2CCCCCC2)cc1,5.8,3.1,-8.5,0.1,-1.6,-0.9,4.4,-4.6
